BioA inh – BioA (M. tuberculosis) enzyme inhibition; purified M. tuberculosis BioA enzyme, plate reader; inhibition, % at 9.99 µM; 360,000 tested, 0.096% active; in the data active = inhibition above about 40%
TcdB GH inh – blocks C. difficile toxin B glycohydrolase activity; inhibition, % at 9.99 µM; AID 652162; TcdB glycohydrolase enzymatic assay, plate reader; P18177; 350,000 tested, 0.24% active; in the data active = inhibition above about 10%
Numbers without * were called inactive. An excerpt; rates above refer to the full screens.

SMILES | BioA inh | TcdB GH inh
C[C@H]1CN([C@@H](C)CO)C(=O)c2cc(NC(=O)Cc3cn(C)c4ccccc34)ccc2O[C@H]1CN(C)Cc1ccccc1 | -0.1 | -0.1
C[C@@H]1CN([C@@H](C)CO)C(=O)c2cc(NC(=O)Cc3ccccc3)ccc2O[C@@H]1CN(C)C(=O)Nc1cccc2ccccc12 | -0.4 | 1.2
Cc1ccc(S(=O)(=O)Nc2ccc3c(c2)C(=O)N([C@@H](C)CO)C[C@@H](C)[C@@H](CN(C)Cc2ccncc2)OCCCC[C@@H](C)O3)cc1 | -0.6 | 0.0
Cc1ccc(S(=O)(=O)N(C)C[C@H]2Oc3ccc(NC(=O)NC4CCCCC4)cc3CC(=O)N([C@H](C)CO)C[C@@H]2C)cc1 | -1.5 | -1.7
C[C@@H]1CN([C@H](C)CO)C(=O)c2cc(NC(=O)NC3CCCCC3)ccc2O[C@@H](C)CCCCO[C@H]1CN(C)S(=O)(=O)c1cn(C)cn1 | 0.5 | 0.9
CC(C)C#Cc1ccc2c(c1)O[C@H](CN(C)C(=O)C1CC1)[C@@H](C)CN([C@H](C)CO)S2(=O)=O | 2.5 | 0.2
C[C@@H]1CCCCO[C@H](CN(C)C(=O)c2ccccc2)[C@@H](C)CN([C@H](C)CO)C(=O)c2cc(NC(=O)CCC(F)(F)F)ccc2O1 | 0.0 | -0.6
C[C@@H]1CN([C@H](C)CO)C(=O)c2cccc(NC(=O)Nc3ccc4c(c3)OCO4)c2O[C@@H]1CN(C)C(=O)Nc1ccc(C(F)(F)F)cc1 | -1.6 | 0.1
C[C@H]1CN([C@@H](C)CO)C(=O)c2cc(NC(=O)Nc3ccc4c(c3)OCO4)ccc2O[C@@H]1CN(C)Cc1ccc(Oc2ccccc2)cc1 | -1.7 | -1.7
COc1ccc([Si](C)(C)[C@H]2[C@H](CCn3cc([C@H](O)c4ccccc4)nn3)O[C@@]3(C(=O)N(Cc4ccc(N5CCC5=O)cc4)c4ccccc43)[C@@H]2C)cc1 | 0.3 | 0.2
C[C@H]1CN([C@@H](C)CO)C(=O)c2cc(C#CC3CCCC3)cnc2O[C@@H]1CN(C)C(=O)C1CC1 | -0.2 | 0.0
O=C(C[C@H]1C[C@@H]2c3cc(NC(=O)Nc4ccccc4F)ccc3O[C@@H]2[C@H](CO)O1)NCc1ccc(Oc2ccccc2)cc1 | 0.2 | -0.2
CCC(=O)Nc1ccc2c(c1)C(=O)N(C)[C@@H]1CC[C@@H](CC(=O)NCC3CC3)O[C@H]1CO2 | 0.6 | 0.8
C[C@@H]1CN([C@@H](C)CO)C(=O)Cc2cc(NC(=O)Nc3cccc4ccccc34)ccc2O[C@@H]1CN(C)Cc1ccc(C(=O)O)cc1 | -1.4 | 0.7
COc1ccc(NC(=O)Nc2ccc3c(c2)C(=O)N([C@H](C)CO)C[C@@H](C)[C@H](CN(C)S(=O)(=O)c2cn(C)cn2)O3)cc1 | 1.6 | -0.2
CNC[C@H]1Oc2ccc(NS(=O)(=O)c3c(C)noc3C)cc2C(=O)N([C@H](C)CO)C[C@H]1C | -2.4 | 0.3
CN1C[C@H]2[C@@H](c3ccccc31)[C@@H](CO)N2C(=O)C1CCCC1 | 1.0 | -1.1
CO[C@@H]1CN(C)C(=O)c2ccc(NC(=O)C3CC3)cc2OC[C@@H](C)N(Cc2ccncc2)C[C@@H]1C | -5.6 | -13.4
CCN(C[C@H]1[C@@H](c2ccccc2)[C@@H](CO)N1C(C)=O)C(=O)c1ccccn1 | -1.1 | 1.1
C[C@@H]1CN([C@@H](C)CO)C(=O)c2cc(NS(=O)(=O)c3cccs3)ccc2O[C@@H](C)CCCCO[C@@H]1CN(C)S(=O)(=O)c1cn(C)cn1 | -2.0 | 0.7
COc1ccc(S(=O)(=O)Nc2cccc3c2O[C@@H](CN(C)S(=O)(=O)c2ccc(Cl)cc2)[C@@H](C)CN([C@@H](C)CO)C3=O)cc1 | 0.4 | 0.0
O=C(NCC1CC1)[C@@H]1[C@@H](CO)[C@@H]2Cn3c(ccc(-c4ccccc4)c3=O)[C@H]1N2Cc1nccs1 | 0.6 | -1.0
O=C(C[C@@H]1CC[C@@H]2NC[C@@H](O)COC[C@H]2O1)NCc1ccc2c(c1)OCO2 | -0.7 | -1.0
C[C@@H]1CCCCO[C@H](CN(C)S(=O)(=O)c2ccc(F)cc2)[C@H](C)CN([C@H](C)CO)C(=O)c2cc(NS(=O)(=O)c3cn(C)cn3)ccc2O1 | -0.4 | -0.8
CN1C(=O)c2cc(NS(=O)(=O)c3ccc(F)cc3)ccc2OC[C@@H]2O[C@H](CC(=O)NCC(F)(F)F)CC[C@@H]21 | -1.1 | -0.7
C[C@@H]1CCCCO[C@H](CN(C)C(=O)C2CCCCC2)[C@H](C)CN([C@H](C)CO)C(=O)c2cc(NS(=O)(=O)c3ccc(Cl)cc3)ccc2O1 | 3.4 | 0.1
COc1ccc(CNC(=O)C[C@@H]2CC[C@@H](NC(=O)c3cccc(F)c3)[C@H](CO)O2)cc1 | 9.6 | 0.0
O=C(C[C@@H]1CC[C@@H](NC(=O)c2cccc(F)c2)[C@@H](CO)O1)NCCN1CCCC1 | 0.0 | -1.4
COc1ccccc1CNC(=O)C[C@H]1C[C@@H]2c3cc(NC(=O)c4cccnc4)ccc3O[C@@H]2[C@H](CO)O1 | 8.1 | 0.6
Cc1ccc(-c2ccc3c(c2)O[C@H](CN(C)C(=O)NC(C)C)[C@@H](C)CN([C@H](C)CO)S3(=O)=O)cc1 | -1.1 | -0.2
COC(=O)[C@H]1[C@H](CO)[C@H]2Cn3c(ccc(-c4ccccc4)c3=O)[C@@H]1N2CC1CC1 | 0.1 | 0.4
CC(=O)N(C)C[C@@H]1Oc2ncc(C#Cc3cccnc3)cc2C(=O)N([C@H](C)CO)C[C@H]1C | 11.0 | -1.1
C[C@H]1CN([C@@H](C)CO)S(=O)(=O)c2ccc(/C=C/c3ccccc3)cc2O[C@H]1CN(C)C(=O)c1cccnc1 | 0.6 | 4.0
N#C[C@H]1[C@@H](c2ccc(/C=C/c3ccccc3)cc2)[C@@H](CO)N1C(=O)C1CCCC1 | -2.7 | 0.0
CO[C@H]1CN(C)C(=O)c2ccc(NC(=O)c3ccc(F)cc3)cc2OC[C@H](C)N(C(C)=O)C[C@@H]1C | -2.0 | -0.6
CCCC#Cc1ccc([C@H]2[C@@H](C#N)N(C(=O)C3CCCCC3)[C@H]2CO)cc1 | -1.3 | 0.6
O=C(N[C@@H]1C=C[C@@H](CC(=O)N2CCOCC2)O[C@H]1CO)c1ccc2c(c1)OCO2 | -3.3 | 1.2
Cc1ccc(S(=O)(=O)N(C)C[C@H]2Oc3ccc(NS(=O)(=O)c4c(C)noc4C)cc3C(=O)N([C@H](C)CO)C[C@@H]2C)cc1 | -1.0 | -0.6
C[C@H](CO)N1C[C@H](C)[C@H](CN(C)C(=O)Nc2ccccc2)Oc2ccc(NC(=O)CCCCCC(=O)Nc3ccccc3N)cc2CC1=O | 0.4 | -0.9
C[C@H]1CN([C@@H](C)CO)C(=O)c2cc(NC(=O)CCCN(C)C)ccc2O[C@H]1CN(C)Cc1ccc(C(=O)O)cc1 | 0.2 | 0.1
Cc1noc(C)c1S(=O)(=O)N(C)C[C@H]1Oc2ccc(NC(=O)C3CC3)cc2CC(=O)N([C@@H](C)CO)C[C@H]1C | -1.5 | 2.3
O=C(C[C@H]1CC[C@H]2[C@@H](COC[C@H](O)CN2C(=O)c2ccccc2F)O1)N1CCOCC1 | -0.1 | 1.6
COCC(=O)N(C)C[C@@H]1[C@@H](c2ccccc2)[C@H](CO)N1C(=O)Cc1ccncc1 | 3.4 | -1.5
CC(C)C#Cc1ccc2c(c1)O[C@@H](CN(C)CC1CCOCC1)[C@H](C)CN([C@H](C)CO)S2(=O)=O | 0.0 | 2.0
CN1C(=O)c2cc(NS(C)(=O)=O)ccc2OC[C@H]2O[C@@H](CC(=O)NCc3ccc(-c4ccccc4)cc3)CC[C@H]21 | 3.0 | 0.5
CCCNC(=O)C[C@@H]1CC[C@@H]2[C@H](COc3ccc(NC(=O)Cc4ccccc4)cc3C(=O)N2C)O1 | 0.7 | 0.0
COc1ccc(CN(C)C[C@@H]2Oc3c(NS(=O)(=O)c4ccc(Cl)cc4)cccc3C(=O)N([C@@H](C)CO)C[C@@H]2C)cc1 | 6.2 | 0.2
C[C@H](CO)N1C[C@H](C)[C@@H](CN(C)S(=O)(=O)c2ccc(Cl)cc2)OCCCC[C@H](C)Oc2ccc(NC(=O)Nc3ccc(F)cc3)cc2C1=O | -2.4 | 1.0
C[C@H](CO)N1C[C@H](C)[C@@H](CN(C)S(=O)(=O)c2ccc(Cl)cc2)Oc2ccc(NC(=O)C3CC3)cc2C1=O | -3.1 | 0.3
Cc1noc(C)c1NC(=O)Nc1ccc2c(c1)C(=O)N([C@H](C)CO)C[C@H](C)[C@@H](CN(C)S(=O)(=O)c1ccc(F)cc1)OCCCC[C@H](C)O2 | -1.4 | 0.3
CCCNC(=O)N(C)C[C@@H]1Oc2ncc(/C=C/c3ccccc3)cc2C(=O)N([C@@H](C)CO)C[C@@H]1C | -1.1 | -0.2
CCCc1cn(CC[C@H]2CC[C@@H](NS(=O)(=O)c3ccccc3Cl)[C@H](CO)O2)nn1 | 4.9 | 0.1
CC(C)NC(=O)N(C)C[C@@H]1OCCCC[C@H](C)Oc2ccc(NC(=O)NC3CCCCC3)cc2C(=O)N([C@@H](C)CO)C[C@@H]1C | -1.1 | 2.0
CCCN1[C@H](C(=O)NCCc2cn(C)cn2)[C@@H](CO)[C@@H]2Cn3c(ccc(-c4ccccc4)c3=O)[C@@H]21 | -0.5 | -1.4
CNC[C@@H]1OCCCC[C@H](C)Oc2ccc(NC(=O)c3ccccc3)cc2C(=O)N([C@H](C)CO)C[C@@H]1C | -0.6 | -0.5
CCC(=O)N(C)C[C@@H]1Oc2cc(C#CC(C)(C)O)ccc2S(=O)(=O)N([C@@H](C)CO)C[C@@H]1C | 0.9 | -1.0
C[C@@H]1CN([C@@H](C)CO)C(=O)Cc2cc(NC(=O)c3ccncc3)ccc2O[C@@H]1CN(C)C(=O)NC1CCCCC1 | -0.3 | 0.0
CCS(=O)(=O)Nc1ccc2c(c1)C(=O)N(C)C[C@@H](OC)[C@H](C)CN(C(=O)C1CC1)[C@@H](C)CO2 | -1.6 | -0.5
C[C@@H]1CCCCO[C@@H](CN(C)C(=O)Nc2ccc3c(c2)OCO3)[C@@H](C)CN([C@H](C)CO)C(=O)c2cc(NC(=O)Nc3ccc(F)cc3)ccc2O1 | -0.9 | 1.3
CNC[C@@H]1Oc2ccc(NC(=O)Nc3ccc4c(c3)OCO4)cc2C(=O)N([C@@H](C)CO)C[C@H]1C | 1.2 | 0.3
Following part:
SMILES | BioA inh | TcdB GH inh
C[C@@H]1CN([C@H](C)CO)C(=O)Cc2cc(NC(=O)Nc3ccccc3)ccc2O[C@@H]1CN(C)Cc1ccc(C(=O)O)cc1 | -1.0 | 0.7
CCCNC(=O)N1[C@H](C#N)[C@H](c2ccc(C3=CCCCC3)cc2)[C@@H]1CO | 0.7 | 0.6
C[C@@H]1CN([C@H](C)CO)C(=O)c2cccc(NC(=O)NC3CCCCC3)c2O[C@@H]1CN(C)Cc1ccc(C(=O)O)cc1 | -0.2 | -6.3
NCC[C@@H]1CC[C@H](NS(=O)(=O)c2ccc(Cl)cc2)[C@H](CO)O1 | -1.5 | -1.8
Cc1ccc(S(=O)(=O)N(C)C[C@@H]2Oc3ccc(NC(=O)C4CCCCC4)cc3CC(=O)N([C@@H](C)CO)C[C@H]2C)cc1 | 2.2 | -0.8
C[C@H]1CN([C@@H](C)CO)C(=O)c2cc(NS(=O)(=O)c3ccc(Cl)cc3)ccc2O[C@@H]1CN(C)C | -6.3 | -3.5
CCC(=O)Nc1ccc2c(c1)C(=O)N(C)C[C@H](OC)[C@@H](C)CN(C(=O)NC(C)C)[C@H](C)CO2 | 9.1 | -0.3
CO[C@H]1CN(C)C(=O)c2ccc(NC(=O)Nc3ccccc3)cc2OC[C@@H](C)N(C(=O)Nc2c(C)noc2C)C[C@H]1C | 4.4 | -0.5
O=C(N[C@H]1CC[C@H](CC(=O)N2CCC(Cc3ccccc3)CC2)O[C@@H]1CO)c1cnccn1 | -1.7 | 0.3
O=C(C[C@@H]1CC[C@@H](NC(=O)Nc2ccc3c(c2)OCO3)[C@H](CO)O1)NCc1ccccc1 | -0.3 | -0.7

Eleven compounds from above, arranged by molecular weight, falling:
SMILES | BioA inh | TcdB GH inh
C[C@@H]1CCCCO[C@@H](CN(C)C(=O)Nc2ccc3c(c2)OCO3)[C@@H](C)CN([C@H](C)CO)C(=O)c2cc(NC(=O)Nc3ccc(F)cc3)ccc2O1 | -0.9 | 1.3
Cc1ccc(S(=O)(=O)N(C)C[C@@H]2Oc3ccc(NC(=O)C4CCCCC4)cc3CC(=O)N([C@@H](C)CO)C[C@H]2C)cc1 | 2.2 | -0.8
C[C@@H]1CN([C@H](C)CO)C(=O)Cc2cc(NC(=O)Nc3ccccc3)ccc2O[C@@H]1CN(C)Cc1ccc(C(=O)O)cc1 | -1.0 | 0.7
C[C@@H]1CN([C@@H](C)CO)C(=O)Cc2cc(NC(=O)c3ccncc3)ccc2O[C@@H]1CN(C)C(=O)NC1CCCCC1 | -0.3 | 0.0
CCS(=O)(=O)Nc1ccc2c(c1)C(=O)N(C)C[C@@H](OC)[C@H](C)CN(C(=O)C1CC1)[C@@H](C)CO2 | -1.6 | -0.5
CNC[C@@H]1Oc2ccc(NC(=O)Nc3ccc4c(c3)OCO4)cc2C(=O)N([C@@H](C)CO)C[C@H]1C | 1.2 | 0.3
CCC(=O)Nc1ccc2c(c1)C(=O)N(C)C[C@H](OC)[C@@H](C)CN(C(=O)NC(C)C)[C@H](C)CO2 | 9.1 | -0.3
O=C(N[C@H]1CC[C@H](CC(=O)N2CCC(Cc3ccccc3)CC2)O[C@@H]1CO)c1cnccn1 | -1.7 | 0.3
O=C(C[C@@H]1CC[C@@H](NC(=O)Nc2ccc3c(c2)OCO3)[C@H](CO)O1)NCc1ccccc1 | -0.3 | -0.7
CCCNC(=O)N1[C@H](C#N)[C@H](c2ccc(C3=CCCCC3)cc2)[C@@H]1CO | 0.7 | 0.6
NCC[C@@H]1CC[C@H](NS(=O)(=O)c2ccc(Cl)cc2)[C@H](CO)O1 | -1.5 | -1.8

Screening data as filed in PubChem BioAssay.
